HTR5A ag ctr = activates human HTR5A in OPRM1-OPRD1 agonist counter-screen; activation, % at 9.3 µM; HTR5A agonist assay, luminescence, cell-based; P47898; hit rate 0.61% among 340,000; in the data active means activation mostly above about 9.5%, no sharp cut-off; inactive means mostly below about 7.6%;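 further: 0% = cells with vehicle only and 100% = reference agonist; strong numbers were not always called active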
Target sequence (P47898 whole entry, looked up): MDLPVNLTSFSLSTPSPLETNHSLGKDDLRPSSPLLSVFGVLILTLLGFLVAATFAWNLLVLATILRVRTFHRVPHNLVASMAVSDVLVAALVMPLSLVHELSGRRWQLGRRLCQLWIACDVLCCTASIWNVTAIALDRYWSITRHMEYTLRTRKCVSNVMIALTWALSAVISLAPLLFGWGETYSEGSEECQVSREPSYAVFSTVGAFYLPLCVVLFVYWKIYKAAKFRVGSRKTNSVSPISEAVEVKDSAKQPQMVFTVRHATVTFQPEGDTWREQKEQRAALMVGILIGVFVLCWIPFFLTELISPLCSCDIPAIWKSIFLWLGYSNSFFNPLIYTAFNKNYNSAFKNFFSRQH
PfHsp90 yeast 2 = reduces growth (ATP signal) of yeast expressing P. falciparum Hsp90; AID 504621; S. cerevisiae expressing PfHsp90, BacTiter-Glo ATP, 48 h; yeast lacking PDR1 and PDR3 efflux regulators; hit rate 0.32% among 310,000; inhibition, % at 9.4 µM;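 active means every replicate shows inhibition above about 80%, whatever the replicate mean, limit read from the data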;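 further: 0% = DMSO neutral controls and 100% = 20 µM radicicol positive controls; yeast relying on Plasmodium falciparum Hsp90 in place of its own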
OPRM1-OPRD1 ag = agonists of human mu-delta opioid receptor heterodimerization | P35372+P41143 | cells, OPRM1-OPRD1 heterodimerization, luminescence | activation, % at 9.3 µM | hit rate 0.3% among 340,000 | AID 504326; in the data active means activation above about 18%;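 further: 0% = vehicle-treated cells and 100% = reference agonist; values of inactives mirror those of a sister screen read the other way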
E coli growth = bacterial growth inhibition, counter-screen for AddAB inhibitors. E. coli V3065 growth, OD600 absorbance, 18 h. inhibition, % at 11.9 µM. hit rate 0.27% among 330,000. AID 449728;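 active means inhibition above the campaign's mean inhibition across all tested compounds plus 3 SD, cut at about 9.9% in these data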;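 further: uninfected addAB+ strain grown without phage in ampicillin broth; 0% = DMSO wells and 100% = ciprofloxacin 0.95 µg/ml wells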
AddAB inh = less growth of phage-infected E. coli with AddAB; hit rate 0.29% among 330,000; E. coli expressing H. pylori AddAB, absorbance growth; inhibition, % at 11.9 µM; AID 435030; in the data active means inhibition above about 12%;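 further: 0% = vehicle wells of infected cells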
PKA-R1A activ = PKA-R1A complex activation; PKA-R1A dissociation, Cy5-IP20 fluorescence polarization; scaled: DMSO 0%, 113 µM cGMP 100%; activation, % at 11.4 µM; hit rate 0.083% among 340,000; AID 504707;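 active means percent activation above the mean of all tested compounds plus 3 SD, cut at about 19% in these data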;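 further: higher means more PKAc released from R1A so a rise in polarization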
SUMO Mot1 rescue = SUMOylation pathway inhibition by Mot1-301 growth rescue; hit rate 1% among 320,000; growth rescue, % at 18.8 µM; S. cerevisiae Mot1-301 growth rescue, ATP luminescence, 38.5C; percent above DMSO median, 100 means doubled;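 active means every valid replicate shows activation above 250% relative to neutral control wells; inactive means the rest, any valid replicate at or below 250%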;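 further: OY570 slx delta 5 strain wells were the positive control but not used for scaling; some compounds called inactive have numbers as strong as hits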
HTR5A inv ctr = inverse agonist of human HTR5A in OPRM1-OPRD1 counter-screen; hit rate 0.083% among 340,000; inhibition, % at 9.3 µM; HTR5A cell line, luminescence, inverse agonism; in the data active means inhibition mostly above about 23%, no sharp cut-off; inactive means mostly below about 18%;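 further: 0% = cells with DMSO and 100% = no-cell wells with DMSO; some compounds called inactive have numbers as strong as hits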
DSG3 Ab inh = inhibitors of pemphigus antibody binding to human desmoglein-3. P32926. DSG3-coupled beads, scFv-anti-DSG3-GFP binding, flow cytometry; stronger effect = lower value. binding (percent of control), % at 10 µM. hit rate 0.48% among 310,000. AID 588358;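 active means binding more than 3 SD below its plate's average and above zero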; further: some compounds called inactive have numbers as strong as hits
phage Ecoli inh = E. coli growth loss with phage present; growth absorbance; inhibition, % at 11.9 µM; hit rate 0.26% among 360,000; AID 651602; in the data active means inhibition above about 11%
MOR-DOR inv ag = inverse agonists of human mu-delta opioid receptor heterodimerization | P35372+P41143 | cell-based MOR-DOR heterodimer luminescence, inverse agonism | inhibition, % at 9.3 µM | hit rate 0.21% among 340,000; in the data active means inhibition above about 22%, passing the limit was not always enough;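 further: 0% = cells with DMSO and 100% = wells without cells with DMSO; values of inactives mirror those of a sister screen read the other way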
* = called active by the depositor; . = not tested or not shown.

Letters: A = HTR5A ag ctr; B = PfHsp90 yeast 2; C = OPRM1-OPRD1 ag; D = E coli growth; E = AddAB inh; F = PKA-R1A activ; G = SUMO Mot1 rescue; H = HTR5A inv ctr; I = DSG3 Ab inh; J = phage Ecoli inh; K = MOR-DOR inv ag
> C/C(=N\NC(N)=O)c1ccccc1Cl
  A: -2 | B: -2 | C: -1.6 | D: 1.5 | E: 1.2 | F: -6 | G: -2 | H: -12 | I: 100 | J: 2.1 | K: 8

> C[n+]1c(-c2ccc(C=NNC(=O)c3ccc(C(=O)NN=Cc4ccc(-c5cn6ccccc6[n+]5C)cc4)cc3)cc2)cn2ccccc21
  A: 1 | B: -143 | C: -1.5 | D: . | E: . | F: 1 | G: . | H: -3 | I: 94 | J: 57* | K: 7

> Oc1ccc(Oc2ncc(Cl)cc2Cl)cc1
  A: -5 | B: -1 | C: 4.0 | D: -1.9 | E: 1.6 | F: -5 | G: 67 | H: -1 | I: 100 | J: 3.3 | K: -20

> Cc1cccc(C)c1N(CC(=O)N1CCN(C)CC1)S(C)(=O)=O
  A: 1 | B: -11 | C: -0.3 | D: 0.6 | E: -3.4 | F: -5 | G: 4 | H: 8 | I: 112 | J: 0.2 | K: 1

> Cc1ccc(-c2cc([C@H]3[C@@H]4C=CCC[C@@]4(C)C(=O)N3Cc3ccccc3)ccc2F)cc1
  A: 13 | B: -1 | C: -1.0 | D: -2.2 | E: -1.2 | F: -15 | G: -5 | H: -9 | I: 101 | J: 2.2 | K: 6

> Cn1c(SCC(=O)NC(C)(C)C)nc(O)cc1=O
  A: 2 | B: -3 | C: -0.9 | D: 0.2 | E: -3.2 | F: -6 | G: 127 | H: 6 | I: 101 | J: 2.8 | K: 5

> Cc1nc2sccn2c(=O)c1S(=O)(=O)Nc1ccc(N2CCOCC2)c(Cl)c1
  A: 8 | B: 52 | C: -1.5 | D: 0.1 | E: 0.5 | F: -3 | G: -9 | H: -15 | I: 108 | J: 1.5 | K: 8

> CCOc1ccc(Cl)cc1S(=O)(=O)N1CCC(C(=O)NC2CC2)CC1
  A: -1 | B: -1 | C: 0.6 | D: -1.6 | E: 3.3 | F: -3 | G: -10 | H: 4 | I: 114 | J: 1.2 | K: -5

> C=C1[C@@H](CCO)N(S(=O)(=O)C(C)(C)C)C[C@@H]1C
  A: 4 | B: -14 | C: -0.3 | D: . | E: . | F: -1 | G: . | H: -15 | I: 104 | J: 3.4 | K: 2

> COc1cc(/C=N/NC(=O)NC23CC4CC(CC(C4)C2)C3)ccc1OCC(N)=O
  A: 2 | B: -6 | C: 2.5 | D: -1.7 | E: -0.2 | F: -3 | G: 40 | H: -7 | I: 102 | J: 0.2 | K: -13

> COc1ccc(C2C=C(c3ccccc3)Nc3ncnn32)cc1 (stereo unspecified)
  A: 5 | B: 5 | C: -3.5 | D: -0.2 | E: 0.3 | F: -4 | G: 3 | H: -13 | I: 105 | J: 2.1 | K: 20

> COc1ccc(-c2nn(-c3ccccc3)cc2C=O)cc1[N+](=O)[O-]
  A: 1 | B: 3 | C: 7.5 | D: 1.6 | E: 3.2 | F: -4 | G: 1 | H: -4 | I: 120 | J: 2.8 | K: -37

> O=C(CSCc1ccc(Cl)cc1Cl)Nc1c[nH]c(=O)[nH]c1=O
  A: -2 | B: -9 | C: -0.5 | D: 0.3 | E: 2.2 | F: 4 | G: 9 | H: -22 | I: 105 | J: 2.9 | K: 3

> CCOc1ccc(NC(=O)c2ccc(S(=O)(=O)N(C)C)cc2)cc1
  A: 0 | B: -17 | C: -3.0 | D: 4.0 | E: 3.3 | F: -2 | G: 12 | H: -1 | I: 102 | J: 4.7 | K: 15

> O=C(Nc1ncn[nH]1)c1c(Cl)ccc(Cl)c1Cl
  A: -1 | B: -1 | C: 2.7 | D: 0.4 | E: 1.1 | F: 4 | G: -21 | H: -15 | I: 101 | J: 1.6 | K: -15

> Cc1cccc(NC(=S)Nc2cccc(C(F)(F)F)c2)n1
  A: 7 | B: -35 | C: 1.5 | D: -1.2 | E: 1.7 | F: 3 | G: 192 | H: -8 | I: 109 | J: 2.8 | K: -8

> Oc1ccc(-c2nc3ccccc3s2)cc1
  A: 9 | B: 5 | C: 0.3 | D: 0.9 | E: -0.9 | F: 4 | G: -27 | H: 17 | I: 153 | J: 4.3 | K: -1

> COc1nc(Nc2cccc([N+](=O)[O-])c2)nc(OC)n1
  A: -3 | B: -20 | C: -1.4 | D: -2.8 | E: 0.0 | F: -14 | G: 209 | H: 7 | I: 101 | J: 4.3 | K: 7

> C=CCCc1ccc(C#N)c(SCc2c(C(=O)OCC)c3cc(OC(C)=O)c(Br)cc3n2C)n1
  A: 6 | B: -53 | C: -2.0 | D: 0.5 | E: 0.8 | F: 6 | G: . | H: -4 | I: 124 | J: . | K: 11

> CC1(C)OC(=O)N2CCc3ccccc3C21C (stereo unspecified)
  A: 2 | B: . | C: -1.5 | D: 1.0 | E: 0.5 | F: 0 | G: 3 | H: -2 | I: 101 | J: 2.3 | K: 9

> O=C(Nc1ccccc1C(=O)Nc1ccncc1)c1ccc([N+](=O)[O-])cc1
  A: 6 | B: 4 | C: 10 | D: -0.3 | E: 2.2 | F: -4 | G: -4 | H: -16 | I: 95 | J: -0.7 | K: -58

> CC/C(=N/NC(=O)c1ccccc1O)c1c(C)[nH]n(-c2ccccc2)c1=O
  A: 3 | B: -5 | C: -2.1 | D: -3.5 | E: -2.8 | F: -4 | G: -12 | H: 6 | I: 91 | J: 1.7 | K: 11

> O=S(=O)(Nc1ccc(Br)cn1)c1cccs1
  A: 7 | B: 20 | C: 0.7 | D: 3.7 | E: 0.8 | F: -2 | G: -7 | H: 4 | I: 99 | J: -0.5 | K: -4

> Cc1cc(C)nc(OC(=O)c2c(Cl)cc(Cl)cc2Cl)n1
  A: 1 | B: 15 | C: -0.4 | D: 2.2 | E: 3.2 | F: -7 | G: -2 | H: -2 | I: 99 | J: 0.5 | K: 2

> O=C(CCN1CCN(c2ccc(Cl)cc2)CC1)Nc1nccs1
  A: 11 | B: -24 | C: 4.8 | D: -1.4 | E: 5.5 | F: -7 | G: . | H: -29 | I: 107 | J: 5.7 | K: -29

Four successive entries already listed, quoted:
Letters: A = HTR5A ag ctr; B = PfHsp90 yeast 2; C = OPRM1-OPRD1 ag; D = E coli growth; E = AddAB inh; F = PKA-R1A activ; G = SUMO Mot1 rescue; H = HTR5A inv ctr; I = DSG3 Ab inh; J = phage Ecoli inh; K = MOR-DOR inv ag
> C/C(=N\NC(N)=O)c1ccccc1Cl
  A: -2 | B: -2 | C: -1.6 | D: 1.5 | E: 1.2 | F: -6 | G: -2 | H: -12 | I: 100 | J: 2.1 | K: 8

> C[n+]1c(-c2ccc(C=NNC(=O)c3ccc(C(=O)NN=Cc4ccc(-c5cn6ccccc6[n+]5C)cc4)cc3)cc2)cn2ccccc21
  A: 1 | B: -143 | C: -1.5 | D: . | E: . | F: 1 | G: . | H: -3 | I: 94 | J: 57* | K: 7

> Oc1ccc(Oc2ncc(Cl)cc2Cl)cc1
  A: -5 | B: -1 | C: 4.0 | D: -1.9 | E: 1.6 | F: -5 | G: 67 | H: -1 | I: 100 | J: 3.3 | K: -20

> Cc1cccc(C)c1N(CC(=O)N1CCN(C)CC1)S(C)(=O)=O
  A: 1 | B: -11 | C: -0.3 | D: 0.6 | E: -3.4 | F: -5 | G: 4 | H: 8 | I: 112 | J: 0.2 | K: 1

Screening data: PubChem, several laboratories
